Screening data (PubChem BioAssay)
DRD3 agonist – D3 dopamine receptor (human) agonism | P35462 | D3R DiscoveRx beta-arrestin cells, luminescence, 90 min | max activation, % | 0.58% of 410,000 active; in the data active means max activation above about 30%; further: 0% is about no effect; mostly tested at two doses, the higher about 12 µM
Target sequence (P35462 whole entry, looked up): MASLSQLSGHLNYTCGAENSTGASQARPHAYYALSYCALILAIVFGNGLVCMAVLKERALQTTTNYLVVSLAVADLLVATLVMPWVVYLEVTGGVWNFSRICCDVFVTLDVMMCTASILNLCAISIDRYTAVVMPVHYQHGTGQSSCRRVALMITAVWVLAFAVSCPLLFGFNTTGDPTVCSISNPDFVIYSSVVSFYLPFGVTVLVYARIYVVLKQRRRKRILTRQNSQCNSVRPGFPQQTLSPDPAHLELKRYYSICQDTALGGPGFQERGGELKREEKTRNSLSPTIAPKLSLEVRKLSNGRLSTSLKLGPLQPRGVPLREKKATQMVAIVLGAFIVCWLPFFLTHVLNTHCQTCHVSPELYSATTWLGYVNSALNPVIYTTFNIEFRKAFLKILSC
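Cells at 1500/well, incubated overnight, then treated with pinned compounds (dopamine as control) for 90 min at 37 degrees C. DiscoveRx reagent added for 30 - 60 minutes at room temperature; luminescence read.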
GLP1R cytotox – cytotoxic in the GLP-1 receptor inverse agonist counter-screen; HEK293 cAMP-luciferase reporter cells, luminescence, 24 h; Potency, µM (titrated, usually from 38.3 µM), inactives show top-dose activity change, negative = inhibition, usual class: inhibitors; 0.13% of 410,000 active; AID 624418;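 further: loss of luciferase light is scored as toxicity; potency means the concentration at half of the fitted maximal effect; on the % scale 0 is the no-effect control and ±100 the full control effect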
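Luminescence readout: signal drop marks cytotoxicity. Plated cells grew 12 h at 37 °C, 5% CO2, received 23 nL compound for 24 h, then got luciferase reagent, read after 12 min at RT.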
GLP1R inv ag – acts as inverse agonist at human GLP-1 receptor | HEK293 GLP-1R CRE-luciferase, luminescence, 24 h; GLP-1R form is constitutively active | Potency, µM (top dose mostly 38.3 µM), inactives show at the highest dose activity change, negative = inhibition, hits mostly inhibitors | 1.6% of 410,000 active; further: potency means the concentration at half of the fitted maximal effect; on the % scale 0 is the no-effect control and ±100 the full control effect; nearly all actives have a fitted effect of over 55% in size
Target sequence (P43220 whole entry, looked up): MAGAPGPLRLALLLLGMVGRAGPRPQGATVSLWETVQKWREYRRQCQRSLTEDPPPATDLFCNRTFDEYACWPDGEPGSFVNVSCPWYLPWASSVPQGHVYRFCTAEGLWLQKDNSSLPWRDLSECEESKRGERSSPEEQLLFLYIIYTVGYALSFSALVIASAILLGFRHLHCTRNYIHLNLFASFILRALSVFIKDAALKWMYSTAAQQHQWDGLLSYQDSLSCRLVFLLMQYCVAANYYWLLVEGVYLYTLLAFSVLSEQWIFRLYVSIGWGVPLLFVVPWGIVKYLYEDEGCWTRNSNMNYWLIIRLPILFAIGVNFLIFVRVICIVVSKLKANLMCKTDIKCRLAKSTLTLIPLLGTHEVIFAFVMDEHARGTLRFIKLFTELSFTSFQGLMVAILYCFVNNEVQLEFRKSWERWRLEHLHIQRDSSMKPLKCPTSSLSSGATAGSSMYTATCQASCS
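Readout was luciferase luminescence, measured 12 min after detection reagent at room temperature. Beforehand, GLP-1R reporter HEK293 cells had sat 12 h, then received compounds for 24 hr at 37 deg C.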
TDP-43 yeast inh – inhibitors of TDP-43 toxicity in yeast | 1.8% of 410,000 active | TDP-43 expressing yeast growth rescue, BacTiter-Glo, 24 h | Potency, µM (series often up to 46.1 µM), without a hit: at the highest dose growth rescue (activation), actives largely listed as activators; further: potency means the concentration at half of the fitted maximal effect; % of control where 0% means no effect; nearly all actives have a fitted effect of over 50% in size
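Yeast cells expressing TDP-43 under galactose induction are exposed to compounds for 24 hr at 30 deg C. BacTiter-Glo luminescence measures growth, so protective compounds score as activators.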
DRD3 antagonist – D3 dopamine receptor (human) antagonism; P35462; D3R cells, DiscoveRx beta-arrestin luminescence, antagonist mode; hits give low values; max response, negative = inhibition, %; 2.5% of 360,000 active; AID 652054; in the data active means max response below about -50%; inconclusive means no clear call, values can overlap the other calls; further: on the % scale 0 is the no-effect control and ±100 the full control effect; mostly tested at two doses, the higher about 12 µM
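Cells plated overnight at 1500 cells/well, then exposed to library compounds with dopamine controls for 90 minutes at 37 degrees C. DiscoveRx reagent added for 30–60 minutes at room temperature; luminescence read, quantitative HTS format.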
GLP1R ag – activates the human GLP-1 receptor; P43220; HEK293 GLP-1R CRE-luciferase, luminescence, 4-6 h; cells express a hypersensitive GLP-1R form; Potency, µM (doses to about 45.6 µM), without a hit: at the top dose activation, actives largely listed as activators; 0.007% of 380,000 active; further: potency means the concentration at half of the fitted maximal effect; % of control where 0% means no effect
KB-V1 cytotox – KB-V1 MDR subline cytotoxicity | KB-V1 MDR cells viability, CellTiter-Glo, 72 h | 3.4% of 400,000 active | Potency, µM (highest dose often 46.1 µM), for inactives: top-dose activity change, negative = cytotoxicity, hits mostly cytotoxic; further: potency means the concentration at half of the fitted maximal effect; on the % scale 0 is the no-effect control and ±100 the full control effect; nearly all actives have a fitted effect of over 60% in size
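Cytotoxicity via CellTiter-Glo luminescence after 72 h compound exposure at 37 degrees C. Cells: drug-selected KB-V1 line, DMEM phenol-red free plus 10% FBS. Compounds tested at multiple concentrations; normalized data fitted to concentration-effect curves.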
aSyn rescue – alpha-synuclein toxicity inhibition in yeast | Potency, µM (highest dose often 46.1 µM), inactives show at the highest dose growth rescue (activation), hits mostly activators | Yeast expressing alpha-synuclein, growth rescue, BacTiter-Glo, 24 h | 0.14% of 370,000 active; further: potency means the concentration at half of the fitted maximal effect; % of control where 0% means no effect; nearly all actives have a fitted effect of over 65% in size
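Galactose-induced alpha-syn yeast (OD600=0.02, raffinose-pregrown) + pinned cpd, 24 hr, 30 deg C; growth by BacTiter-Glo luminescence. Growth restoration scores as activation.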
PTHR1 ag – activates the human parathyroid hormone receptor PTHR1 | Potency, µM (titrated, usually from 115 µM), for the others: at the top dose activation, actives largely listed as activators | HEK293 GP2 PTHR1 cells, GloSensor cAMP luminescence, 1 h | Q03431 | 0.075% of 410,000 active; further: potency means the concentration at half of the fitted maximal effect; nearly all actives have a fitted effect of over 55% in size; some results filed as inactive show a strong effect at the top dose; inactives centre near -15; many of its hits are not listed in these tables
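HEK-293-derived GP2 cells expressing PTHR1 and a GloSensor cAMP reporter, 3,000/well, plated overnight, given luciferin plus IBMX (each 0.5 mM as added) for 1 h at 37 °C, then compound for 1 h at 37 °C. Luminescence was read after 15 min at room temperature.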
* marks the source's active call; other numbers are inactive results; i = inactive; u = inconclusive; x = not tested or not shown; & = joins results of further samples; [ ] = another dose, or the depositor's remark. Unless noted, the call rests on the fitted dose curve; in most records, active means well fitted curve in the direction sought with a large enough effect; inconclusive means small, poorly fitted or top-dose-only effect, or another doubt; inactive means no such curve, though single readings can be large; an effect the other way counts as inactive or inconclusive. An excerpt; count on the stated rates, not on these rows.

SMILES | DRD3 agonist | GLP1R cytotox | GLP1R inv ag | TDP-43 yeast inh | DRD3 antagonist | GLP1R ag | KB-V1 cytotox | aSyn rescue | PTHR1 ag
CCn1nc(NC(=O)c2ccncc2)c2cc3ccc(C)cc3nc21 | 12 | -2% | 23% | 0% | -8 | 1% | 9.2µM* | -9% | -3%[57.5 µM]
COc1ccc(C)cc1NC(=O)CN(C)S(=O)(=O)c1ccc2c(c1)c(=O)n(C)c(=O)n2C | 2&2 | -6%&4% | 4%&10% | 8%&3% | -2 | 5%&0% | 17%&-1% | -2% | u
CC(C)[C@@H](C(=O)NCc1ccco1)N1C(=O)N2CCc3c([nH]c4ccccc34)[C@@]2(C)C1=O | -4 | -8% | -16% | 17% | -4 | -2% | 1% | 8% | -13%
Cc1c(C)c2c(OCC(=O)NCc3ccco3)cc3c(c2oc1=O)CCC(C)(C)O3 | 14 | 3% | 1% | -1% | u | 1% | -5% | 1% | -16%
CN(C)c1nc(N(C)C)c2cnn(C)c2n1 | -5 | 10% | -12% | u | 16 | 4% | -17% | -2% | i
CSc1ncnc2c1ncn2CCCNCc1cccs1 | -4 | -14% | 9% | 0% | 8 | 18% | -12% | 6% | -14%
Cc1cc(C(=O)CN2C(=O)NC3(CCCCCC3)C2=O)c(C)n1C | 0 | -15% | -20% | -31%[inhibitor] | 1 | -1% | -16% | 7% | i
O=C(c1cc(-c2ccco2)nc2ccccc12)N(Cc1nnc(-c2ccc(Cl)cc2)o1)C1CC1 | 17 | -7% | u | 27% | 10 | 11% | -9% | -28% | -25%
COC(=O)c1ccc2c(c1C(=O)OC)CN(S(=O)(=O)C(C)(C)C)[C@@H]2CCO | 9 | -1% | 14% | 13% | -2 | -3% | 0% | -1% | -23%
O=C1NC[C@H](CCCCN2C[C@H](Cc3ccc(O)cc3)N(CCC3CCCCC3)C(=O)C2=O)N(CCc2ccccc2)C1=O | 3 | -3% | -6% | 21% | 13 | 10% | 2% | -2% | -10%
COc1ccccc1C(=O)NC(=O)COC(=O)CNC(=O)c1ccccc1F | 0 | -1% | -5% | -6% | -11 | -6% | -2% | -4% | i
CCOc1ccc(CCNC(=O)c2ccc3c(=O)[nH]c4c(C(=O)NC(C)C)sc(=S)n4c3c2)cc1 | 3 | 6% | 15% | 17% | 27 | -1% | -1% | -1% | -41%[inhibitor]
Cc1c(C(=O)OCC(=O)N2CCN(c3ccccc3)CC2)oc2ccccc12 | 11 | -2% | u | 7% | 10 | 6% | 7% | 6% | i
CC(C)(C)N/N=C1\CC(c2ccccc2)Oc2ccccc21 (stereo not drawn) | 0 | 4% | u | 18% | 3 | 5% | -13% | -1% | -12%
CCN(C(=O)CSc1ccc2ccccc2n1)C1CCCCC1 | 5 | -18% | u | 22µM* | 8 | u | 18µM* | -13% | -25%
Clc1ccc(-c2n[nH]c3c2CCC3)cc1Cl | 1 | 12% | u | 20µM* | 75 | 4% | -26% | -8% | -19%
O=[N+]([O-])c1cccnc1-n1cnc2ccccc21 | 2 | -18% | -5% | 34% | 24 | 5% | 18% | 3% | -25%
CN(CC(=O)Nc1ccccc1Cl)C(=O)COC(=O)c1nc(Cl)ccc1Cl | 10 | 8% | 2% | -2% | 4 | 3% | 9% | 0% | i
O=C(NC(C(=O)N/N=C/c1cccnc1)c1n[nH]c(=O)c2ccccc12)c1ccccc1 (stereo not drawn) | -2 | -15% | 24% | -7% | -2 | 9% | u | 1% | i
C=CCOc1ccccc1/C=N/NC(=O)Cc1ccccc1 | -8 | 3% | -15% | -29% | -16 | 12% | -7% | -4% | i
COc1ccc(CCNC(=O)C2CCCN2C(=O)Nc2cccc(C(C)=O)c2)cc1OC (stereo not drawn) | 1 | 6% | 8% | -3% | 18 | -6% | 6% | -6% | 3%[57.5 µM]
N#Cc1ccc(COC(=O)c2cc(=O)c3ccccc3o2)cc1 | 3 | 6% | 13% | 15% | 0 | -3% | u | -1% | u
CCCc1cc(N2CCN(c3ccccn3)CC2)n2nc(C)c(-c3ccccc3)c2n1 | -3 | 3% | 6% | 13% | -13 | 13% | u | -6% | -13%
CC(=O)NC(C)(c1ccccc1)c1nc(-c2cccc(C(F)(F)F)c2)cs1 (stereo not drawn) | 7 | 0% | u | 0% | 6 | 17% | 1% | 9% | -18%
CC1(C)CC(=O)C(C=NCCC2=CCCCC2)=C(O)C1 | 1 | -13% | -8% | -23% | 17 | -1% | u | -15% | -4%[57.5 µM]
CCOC(=O)c1ccc(N=C2SC(C(=O)NC)CC(=O)N2Cc2ccc(F)cc2)cc1 (stereo not drawn) | -1 | -3%[7.66 µM] | 3%[7.66 µM] | -7% | 7 | 1% | u | 5% | i
Cc1ccc(NC(NC(=O)c2cccnc2)C(Cl)(Cl)Cl)cc1 (stereo not drawn) | -10 | -4% | 0% | -18% | -14 | -7% | -19% | 5% | i
CCc1ccc(CN(Cc2ccco2)C(=O)c2cc(-c3ccc(C)c(F)c3)on2)cc1 | 10 | 7% | 13% | 0% | x | x | x | x | i
Cc1cc(Cl)c2oc(C(=O)N(C)CCc3cnn(C)c3)c(C)c2c1 | 5 | -3% | 103%[activator] | 6% | 20 | 19% | -23% | 10% | i
CCCc1nc2ccc(N)cc2c(=O)n1Cc1ccccc1Cl | 6 | -20% | -17% | 2% | 5 | -8% | 0% | -17% | -37%
O=C(NCCCN1CCCCCC1)c1ccc(N2CCCC2=O)cc1 | 1 | 7% | 15% | 13% | 15 | -2% | 2% | -4% | -4%[57.5 µM]
c1ccc(C2=NCCCO2)cc1 | -6 | -22% | -1% | 13% | -5 | 9% | 7% | -1% | i
CCc1ccc(OCC(O)Cn2c(N3CCCCC3)nc3c2c(=O)[nH]c(=O)n3C)cc1 (stereo not drawn) | 3 | -10% | -11% | -13% | 16 | 19% | u | 5% | -6%
COC(=O)c1[nH]c2cc(OC)ccc2c1NC(=O)c1nonc1C | 1 | -27% | -1% | -4% | 45 | -9% | 19% | x | -4%
Cc1nc2ccccc2c(=O)n1/N=C/c1ccccc1O | 2 | 0% | u | -4% | 4 | -4% | 5% | -13% | i
O=C(C1CCCCC1)N(Cc1ccccc1)c1ccccn1 | 1 | 0% | u | 11% | 5 | 1% | -25% | 3% | -6%
OC[C@@H]1CCCN1Cc1nc(-c2cccs2)no1 | -3 | -30% | 26% | 7% | 6 | -2% | 0% | -1% | -92%
CCOc1ccc(N(CC(=O)NCc2ccc(OC)cc2)S(=O)(=O)c2c(C)[nH]c(=O)[nH]c2=O)cc1 | 2&2 | -11%&-6% | -8%&1% | -9%&13% | -1 | 1% | -11%&16% | 1% | u
Cc1ccc(NC(=O)c2c(C)nc3sc(C(=O)Nc4ccc(F)cc4)c(N)c3c2-c2ccc(C)o2)c(C)c1 | 13 | 79%[activator] | -20% | 7% | x | x | 9% | x | i
CN(Cc1ccc(F)cc1)C(=O)c1ccc(NC(=O)CC2SC(N3CCCC3)=NC2=O)cc1 (stereo not drawn) | -3 | 7% | 7% | 12% | 9 | -1% | 26% | 1% | i

Some of the entries above in a different format:
| smiles | DRD3 agonist | GLP1R cytotox | GLP1R inv ag | TDP-43 yeast inh | DRD3 antagonist | GLP1R ag | KB-V1 cytotox | aSyn rescue | PTHR1 ag |
| --- | --- | --- | --- | --- | --- | --- | --- | --- | --- |
| CC1(C)CC(=O)C(C=NCCC2=CCCCC2)=C(O)C1 | 1 | -13% | -8% | -23% | 17 | -1% | u | -15% | -4%[57.5 µM] |
| CCOC(=O)c1ccc(N=C2SC(C(=O)NC)CC(=O)N2Cc2ccc(F)cc2)cc1 (stereo not drawn) | -1 | -3%[7.66 µM] | 3%[7.66 µM] | -7% | 7 | 1% | u | 5% | i |
| Cc1ccc(NC(NC(=O)c2cccnc2)C(Cl)(Cl)Cl)cc1 (stereo not drawn) | -10 | -4% | 0% | -18% | -14 | -7% | -19% | 5% | i |
| CCc1ccc(CN(Cc2ccco2)C(=O)c2cc(-c3ccc(C)c(F)c3)on2)cc1 | 10 | 7% | 13% | 0% | x | x | x | x | i |

New compounds follow.
SMILES | DRD3 agonist | GLP1R cytotox | GLP1R inv ag | TDP-43 yeast inh | DRD3 antagonist | GLP1R ag | KB-V1 cytotox | aSyn rescue | PTHR1 ag
COC(=O)c1c(NC(=O)CCCC(=O)O)sc2c1CCCCC2 | 6 | 7% | 31%[activator] | 27% | 8 | 2% | -12% | 10% | i
COc1cc2c(cc1OC)[C@@H]1Cc3cc4c(cc3[C@H](C2)N1C)OCO4 | 2 | -14% | 8% | 20% | 16 | -2% | 15% | -5% | -14%
Cc1ccc(-c2nc3ccccc3n2C(C(=O)NC(C)(C)C)C2CC2)cc1 (stereo not drawn) | 4 | 3% | -4% | 9% | 3 | x | u | 0% | -1%
Nc1nc2c(s1)C(=O)CCC2 | 2 | 12% | 7% | 14% | 21 | -11% | 26% | -2% | -4%
CCOC(=O)C1=C(C)N(CCCC(=O)O)C(=O)NC1c1ccccc1OS(=O)(=O)c1ccc(C)cc1 (stereo not drawn) | 4 | 1% | -11% | 5% | -19 | 5% | 0% | -5% | i
Cc1ccc(CNC(=O)C2CCN(S(=O)(=O)c3cc(-c4noc(C)n4)ccc3C)CC2)cc1 | -13 | 0% | -1% | -17% | x | x | u | x | -34%[inhibitor]
CCOc1cc(C2C3=C(CCCC3=O)N(CCC(=O)O)C3=C2C(=O)CCC3)ccc1OS(=O)(=O)c1ccc(C)cc1 | 10 | 267%[activator] | 5% | 8% | 0 | 1% | -21% | 4% | i
O=C(c1cccc(S(=O)(=O)N2CCOCC2)c1)N1CCN(c2ncccn2)CC1 | 3 | 0% | 3% | 9% | 13 | -2% | -7% | 1% | -60%[inhibitor]
Cc1nnc(SCC(=O)N2CC(=O)Nc3ccccc32)n1C | -8 | 0% | 9% | -14% | 7 | -11% | 14% | -5% | i
Cc1ccc(/C=N/NC(=O)C[n+]2ccccc2)s1 | 8 | 0% | 13% | -2% | 0 | 19% | 6% | 1% | -10%
COc1cc(Cn2nnc3ccccc32)cc(Br)c1O | -2 | 7% | 11% | 17% | 10 | 19% | -31% | 1% | -15%
